# Bioassay records deposited in PubChem by several laboratories.
# HEK293 NFkB inh – inhibitors of PMA/ionomycin-induced NF-kB reporter, primary screen, antigen receptor NF-kB inhibitor project, cell-based, HEK-293 luciferase reporter, luminescence | HEK-293 NF-kB luciferase reporter | inhibition, % at 3 µM | 62,000 tested, 0.21% active | AID 465, 2006;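 active = inhibition above the mean of all tested compounds plus 3 SD, cut at about 40% in these data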;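 note: 0% = stimulated DMSO wells and 100% = 10 µM reference inhibitor 5653914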
#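 Timing: 1 h pretreatment, 16 h stimulation, 37 °C; system: HEK-293 cells with stable firefly luciferase reporter driven by four HIV NF-kB elements; doses: 3 µM once, 0.30% DMSO; measured by: luciferase luminescence; control set: DMSO and 10 µM reference inhibitor; repeats: single test; reagent: PMA plus ionomycin mix as NF-kB-activating stimulus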
# 5-HT1A blocker – human 5-HT1a receptor antagonists, primary screen, cell-based, CHO, Ga15 NFAT-bla reporter; inhibition, % at 10 µM; 5-hydroxytryptamine receptor 1A (Homo sapiens), P08908; 62,000 tested, 0.68% active; CHO 5-HT1a Ga15 NFAT-bla reporter, antagonist mode; AID 612, 2007;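 active = inhibition above the mean of all tested compounds plus 3 SD, cut at about 43% in these data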;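 note: receptor stimulated by 5-CT agonist at 100 nM near EC80; beta-lactamase reporter measured by ratiometric fluorescence of a cleavable substrate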
# Target sequence (P08908 whole entry, looked up): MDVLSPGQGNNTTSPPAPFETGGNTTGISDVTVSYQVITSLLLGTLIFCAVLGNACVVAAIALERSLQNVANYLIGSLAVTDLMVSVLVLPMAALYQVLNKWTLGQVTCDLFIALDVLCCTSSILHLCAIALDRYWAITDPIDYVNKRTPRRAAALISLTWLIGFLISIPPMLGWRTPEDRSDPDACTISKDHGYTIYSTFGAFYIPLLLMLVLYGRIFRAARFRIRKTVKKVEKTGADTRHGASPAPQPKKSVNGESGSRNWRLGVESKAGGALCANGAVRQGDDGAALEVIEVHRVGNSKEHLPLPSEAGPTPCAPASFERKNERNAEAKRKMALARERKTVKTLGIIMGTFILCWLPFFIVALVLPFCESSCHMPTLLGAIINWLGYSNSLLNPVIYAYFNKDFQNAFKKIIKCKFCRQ
# HTR1A agonist – human 5-HT1a receptor agonists, primary screen, cell-based, CHO, Ga15 NFAT-bla reporter; AID 567, 2006; 5-hydroxytryptamine receptor 1A (Homo sapiens), P08908; CHO 5-HT1a Ga15 NFAT-bla reporter, FRET ratio; 0% basal, 100% maximal reference agonist; 65,000 tested, 0.56% active; activation, % at 10 µM;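 active = activation above the screen-wide mean activation plus 3 SD, cut at about 19% in these data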;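 note: 0% = DMSO wells and 100% = 5-CT at EC100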
# S1P3 ag – human S1P3 receptor agonists, primary screen, cell-based, primary and confirmation, NFAT-BLA reporter; 60,000 tested, 0.1% active; S1P3 NFAT-BLA reporter cells, agonism, FRET ratio; relative to 1 µM S1P, basal subtracted; AID 373, 2006; activation, % at 4.5 µM;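 active = activation above the screen-wide mean plus 3 SD, cut at about 4.5% in these data, passing the limit was not always enough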; note: some compounds called inactive have numbers as strong as hits
#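 Benchmarks: high control 1 µM S1P / System: stable CHO line with human S1P3, Gα16, NFAT-BLA reporter / Dosing: single compound concentration, 4.5 µM final / Timing: 4 h compound at 37 °C, 2 h substrate at RT / Measured by: FRET β-lactamase substrate fluorescence, excitation 405 nm, 460/535 nm emission ratio, background-subtracted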
# D1 allo mod – D1 CRE-luciferase signal change, two-sided – cell-based, HEK293 D1, dopamine EC30, D1 allosteric modulator project, primary screen. D(1A) dopamine receptor (Homo sapiens), P21728. dopamine EC30 potentiation; actives deviate in either direction. B-score at 10 µM. 58,000 tested, 5.9% active. AID 641, 2007;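 active = luminescence count or its row- and column-corrected plate score outside the 99.7% band of the plate's sample wells, on either side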
# Target sequence (P21728 whole entry, looked up): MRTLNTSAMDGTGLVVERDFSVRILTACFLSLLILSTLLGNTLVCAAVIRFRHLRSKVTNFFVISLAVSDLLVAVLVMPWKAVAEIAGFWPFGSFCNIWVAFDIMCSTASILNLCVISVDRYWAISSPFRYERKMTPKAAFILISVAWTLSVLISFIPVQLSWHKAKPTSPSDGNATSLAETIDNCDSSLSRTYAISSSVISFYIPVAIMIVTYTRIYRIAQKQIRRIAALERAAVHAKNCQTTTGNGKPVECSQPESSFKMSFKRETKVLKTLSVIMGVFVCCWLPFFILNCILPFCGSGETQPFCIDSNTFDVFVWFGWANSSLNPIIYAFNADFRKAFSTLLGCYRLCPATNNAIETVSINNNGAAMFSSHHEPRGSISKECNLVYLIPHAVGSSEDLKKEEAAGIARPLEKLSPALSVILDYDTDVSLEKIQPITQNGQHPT
# S1P1 ag-PAM – S1P1 agonists and agonism potentiators, primary screen, cell-based, primary and confirmation screens, CRE-bla reporter; Sphingosine 1-phosphate receptor 1 (Homo sapiens), P21453; S1P1 CRE-bla cells, forskolin, beta-lactamase FRET, potentiator mode; S1P1 agonist co-added at EC20, 2 nM; 100% = saturating reference agonist, 0% = basal; activation, % at 9.5 µM; 56,000 tested, 0.57% active; AID 449, 2006;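 active = activation above a cutoff set at the mean activation of all tested compounds plus 3 SD, cut at about 54% in these data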;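 note: forskolin at 4 µM as EC80 and the EC20 agonist is SEW2871; 100% = SEW2871 at its EC100 plus forskolin at EC80; some compounds past the cut are filed as inactive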
# 5HT1E antag – 5-HT1E receptor antagonists, primary screen, cell-based, HTS; AID 571, 2007; 5-hydroxytryptamine receptor 1E (Homo sapiens), P28566; CHO 5-HT1E Ga15 NFAT-bla reporter, FRET, antagonist; 65,000 tested, 0.99% active; inhibition, % at 6 µM;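 active = inhibition above a set limit, the mean inhibition across every tested compound plus 3 SD, cut at about 29% in these data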;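 note: signal is the 460 over 535 nm emission ratio of beta-lactamase substrate; 0% = agonist plus DMSO wells and 100% = wells without agonist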
# Jurkat viability – cytotoxicity toward Jurkat T cells, primary screen, cytotoxicity control, cell-based, Jurkat E6.1, 60K MLSMR library; Jurkat E6.1 viability, ATP luminescence, 48 h; inhibition, % at 4 µM; 56,000 tested, 1.2% active;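 active = inhibition above the mean inhibition of all tested compounds plus 3 SD, cut at about 28% in these data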
# 5HT1E ag – 5-HT1E receptor agonists, primary screen, cell-based, HTS | 5-hydroxytryptamine receptor 1E (Homo sapiens), P28566 | CHO 5-HT1E Ga15 NFAT-bla reporter, FRET; 0% DMSO wells, 100% control agonist wells | activation, % at 6 µM | 65,000 tested, 0.69% active | AID 574, 2007;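 active = activation above a set limit, the screen-wide mean activation plus 3 SD, cut at about 8.5% in these data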;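 note: 100% = positive control agonist at 1 µM giving full maximal response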
# Active calls of the source: *; nt = not tested or not shown. This is a random part of the collection; about 8.3% have a hit in one of these screens.
# Every second line gives: 5HT1E ag, S1P3 ag, Jurkat viability, 5HT1E antag, HTR1A agonist, S1P1 ag-PAM, D1 allo mod, HEK293 NFkB inh, 5-HT1A blocker
CC(=O)C1C(c2cccc(F)c2)NC(=O)NC1(O)C(F)(F)F (stereo not drawn)
→ -0.3, -1.0, 0, -2, -4.6, 1, nt, 3, 2
CC1(C(=O)NC2CCCCCCC2)CCC(=O)N1Cc1ccco1 (stereo not drawn)
→ 0.1, 0.8, -3, -7, -0.1, 9, 1.2, 7, 5
Cc1cccc(N2C(=O)N(c3ccccc3C)C3CS(=O)(=O)CC32)c1 (stereo not drawn)
→ 0.7, -0.7, 0, -5, 3.2, 11, -0.76, 3, -5
CN(Cc1ccc(O)cc1)C1CCCCC1
→ 0.0, -1.6, -7, 4, -4.7, -13, -0.12, 16, -2
Cc1onc(-c2c(Cl)cccc2Cl)c1C(=O)NC(C)(C)CO
→ -1.0, -0.5, 2, 4, -3.0, nt, -1.2, 22, 3
COc1ccc(C2NC(=O)NC(O)(C(F)(F)F)C2C(=O)c2ccc(C)cc2)cc1 (stereo not drawn)
→ 0.2, -0.9, 2, -1, 1.0, nt, -0.14, 11, 3
COc1ccc(C(=O)NC(C)c2nc3ccccc3n2C)cc1OC (stereo not drawn)
→ 0.7, nt, nt, -6, -1.8, nt, 0.36, 16, -3
CCCCn1c(SCC(=O)N2CC(C)CC(C)C2)nc2cc(S(N)(=O)=O)ccc21 (stereo not drawn)
→ 0.4, 0.2, 7, 9, -1.0, 18, 1.1, 10, 2
COc1cccc(-c2nc(CS(=O)(=O)CC(=O)Nc3cccc(C)c3C)c(C)o2)c1
→ -0.6, -0.3, 1, 4, 1.0, 7, nt, 3, 11
CC(C)N(Cc1nnc(-c2ccccc2Cl)o1)C(=O)c1cccc(C#N)c1
→ 0.0, nt, nt, 5, -0.9, nt, nt, 4, 7
COc1ccc(C2CC(=O)c3cnc(NC(=O)c4cccc(OC)c4)nc3C2)cc1 (stereo not drawn)
→ -0.5, -0.4, 0, -19, -0.4, -18, 0.0099, 8, 1
COc1cccc(-c2nc(=S)c3c(n2Cc2ccco2)CCCC3)c1
→ -0.2, -1.8, 4, -9, 8.2, nt, 0.19, 6, 23
Fc1c(F)c(C(F)(F)F)c(F)c(F)c1N1CCN(c2ccc3nnc(C(F)(F)F)n3n2)CC1
→ -0.4, -2.0, 0, -1, -3.4, 0, 0.11, 16, 0
CN(C)CCNC(=O)c1cc2c(=O)n(C)c3ccccc3c2n1C
→ 0.5, 1.4, -11, -5, 3.1, -33, 1.1, 3, -12
COc1ccc(-n2c(Cc3cc(=O)[nH]c(=O)[nH]3)nnc2SCC(=O)N2CCCC2)cc1
→ 0.0, -0.2, -8, -4, 3.0, -23, 0.0032, 12, 1
COc1ccc(OC)c(N2Cc3cc(C)c(C)cc3C2)c1
→ -0.6, -0.1, 1, 9, -0.8, -25, -0.92, 7, 11
Cc1[nH]c(=O)c(C#N)c(C)c1Br
→ -0.2, 0.4, 0, 1, 1.3, 0, -0.61, 0, -8
O=C(c1ccccc1F)N1CCc2ccccc21
→ 0.7, 0.1, -2, 1, -0.2, -12, nt, 3, -9
NC(=O)c1ccsc1NC(=O)CSc1ccccc1F
→ 0.1, -1.3, 8, 2, -1.1, 6, -3.5*, -10, 2
COC(=O)[C@H](CCSC)NC(=O)Nc1cc(C)ccc1C
→ -0.2, 0.4, -4, 0, -3.1, 8, 0.039, 14, -7
CCCn1c2ccccc2c2nnc(SCC(=O)OCC)nc21
→ -0.2, nt, nt, 12, 0.1, nt, 4.4, 3, 0
CCOC(=O)C(NC(=O)CC)(Nc1ccc(S(=O)(=O)Nc2ncccn2)cc1)C(F)(F)F (stereo not drawn)
→ 0.4, -0.1, 4, 0, -1.7, -6, 0.45, 26, -8
O=C(O)c1ccc(NS(=O)(=O)c2cc(Cl)ccc2Cl)cc1O
→ 0.1, -1.0, -6, -14, -0.3, -10, -0.53, 6, -5
CCOCCOC(=O)c1cccc(NC(=O)OCC)c1
→ 0.2, -1.9, 10, 11, -1.0, -3, 0.4, 13, 9
CCN(CC)C(=O)NC1CC2CCCC(C1)N2Cc1ccccc1 (stereo not drawn)
→ 0.1, -0.2, 2, 1, -0.5, -23, -1.1, 6, 14
O=C(Nc1ccc(S(=O)(=O)N2CCc3ccccc3C2)cc1)C1CCCO1 (stereo not drawn)
→ 2.0, -1.1, 6, -4, -2.0, 50, 0.3, 23, 0
COC(=O)c1ccc(C(=O)OC)c(NC(=O)COc2ccccc2OC)c1
→ 0.2, -0.5, -8, -3, -0.1, 1, -0.56, 10, 6
O=C(N1CCCCCC1)N1CCN(S(=O)(=O)N2CCOCC2)CC1
→ 1.0, -0.3, -1, -5, -0.3, -10, 0.0074, 2, -14
CCCn1c(=S)[nH]c2cc(C(=O)NCC3CCCO3)ccc2c1=O (stereo not drawn)
→ 0.4, -0.2, 2, -3, -3.7, -16, nt, 15, 9
CCCCCCn1c2c(c(=N)c3c1CCC3)CCC2
→ -1.4, -1.1, 91*, 2, -1.3, 20, -2.1, 11, 3

# Sorted by the number under HTR1A agonist (high to low): 3 from the list above.
Structure,HTR1A agonist
COc1ccc(C2NC(=O)NC(O)(C(F)(F)F)C2C(=O)c2ccc(C)cc2)cc1 (stereo not drawn),1.0
COc1ccc(C2CC(=O)c3cnc(NC(=O)c4cccc(OC)c4)nc3C2)cc1 (stereo not drawn),-0.4
CCN(CC)C(=O)NC1CC2CCCC(C1)N2Cc1ccccc1 (stereo not drawn),-0.5

# The list continues:
# Every second line gives: 5HT1E ag, S1P3 ag, Jurkat viability, 5HT1E antag, HTR1A agonist, S1P1 ag-PAM, D1 allo mod, HEK293 NFkB inh, 5-HT1A blocker
c1ccc(COc2ccc(OCCn3cncn3)cc2)cc1
→ -1.3, -0.3, 0, 5, -5.3, -4, nt, -18, 7
CC(C)(C)N1CC(COc2ccccc2)OC1=O (stereo not drawn)
→ -0.3, -1.4, 0, -9, 0.1, 3, -0.82, 10, 1
CCSc1nnc(NC(=O)CSc2ncccn2)s1
→ 1.0, -0.3, 3, -7, -0.9, -40, 0.73, 20, -7
CCCCSc1nnc(-c2ccccc2N)c(=O)[nH]1
→ -0.4, 0.6, 3, 5, -2.3, -13, -1, -8, -9
CCc1c(C)n([O-])c2c([n+]1=O)CCC2
→ -0.9, -1.0, 3, -10, -5.2, 2, -0.21, 6, -4
Cc1cc(C)n(C(=O)CCCC(=O)n2nc(C)cc2C)n1
→ 0.5, nt, nt, -5, 2.7, nt, nt, 20, 8
Cc1ccc(OCc2nc(-c3ccccn3)no2)c(Br)c1
→ -0.3, -1.5, 1, 3, -2.6, 16, -5.7*, -15, 7
Cc1nn(-c2ccc(Cl)cc2)c2[nH]c(=O)c(CNCc3ccc4c(c3)OCO4)cc12
→ -1.3, -0.1, -4, -2, -1.1, -5, -0.48, 6, 11
O=C1CC(c2ccc3c(c2)OCO3)CN1 (stereo not drawn)
→ -0.6, -0.1, 1, -1, -1.2, -5, nt, 13, -7
O=C(NC(c1ccccc1)c1ccccc1)C1CCCN(S(=O)(=O)c2cnc[nH]2)C1 (stereo not drawn)
→ -0.1, -0.3, 5, -1, -2.4, -16, -0.3, 11, -3
CN1CCN(c2ccc(Cl)cc2NC(=O)C2COc3ccccc3O2)CC1 (stereo not drawn)
→ -0.2, nt, nt, 9, 1.3, nt, nt, 17, 10
Cc1cc(NC(=O)c2cc(C)on2)no1
→ -1.5, -0.9, -11, -1, -0.4, 0, -0.62, -10, 9
COc1cccc(NC(=O)CSc2nc3n[nH]c(C)c3c(=N)n2-c2cccc(OC)c2)c1
→ 1.3, -0.4, -2, 33*, 1.8, -10, 1.5, 12, -11
Cc1nc2nc3c(c(=O)n2[nH]1)CCC3
→ 0.8, -0.9, -4, -3, -3.7, 0, 0.35, 0, 4
COC(=O)Cc1[nH]nc2c1C(c1c[nH]c3ccccc13)C(C#N)=C(N)O2 (stereo not drawn)
→ -0.5, 0.0, -2, -6, -2.3, -3, 8*, 16, -12
Cc1c(N(C)C(=O)C23CC4CC(CC(C4)C2)C3)c(=O)n(-c2ccccc2)n1C
→ 1.0, -1.2, -4, -10, -1.7, -18, -0.86, 5, 11
COc1cccc(N(CC(=O)N2CCN(C)CC2)S(=O)(=O)c2ccc(C)cc2)c1
→ 1.0, -0.3, -5, 7, 0.8, -4, 0.074, 4, 1
Cc1ccc(C(c2nnnn2Cc2cccs2)N2CCN(C(=O)c3ccco3)CC2)cc1 (stereo not drawn)
→ 0.6, -1.5, 3, 1, 1.1, 14, -0.57, 7, -6
CCCNS(=O)(=O)c1ccc(CCC(=O)N2CCOCC2)cc1
→ -1.1, -0.4, 5, -9, -2.1, -19, 0.27, 11, -12
CN1CCN(Cc2nc3c([nH]2)c(=O)[nH]c(=O)n3C)CC1
→ -0.1, 0.0, -8, 3, -0.3, -16, -0.2, -4, 2
O=C(Nc1ccc(Cc2ccc(NC(=O)C3CC3)c(O)c2)cc1O)C1CC1
→ -0.5, -0.8, 5, -9, -4.6, 2, 0.58, 28, 9
Cc1occc1-c1nnc(SCCCC(=O)c2ccc(F)cc2)n1C
→ -0.1, nt, nt, -10, -0.4, nt, -0.99, 3, -3
COC(=O)C(C)Sc1nc2c(c(=O)n(C)c(=O)n2C)n1CCC(C)C (stereo not drawn)
→ -0.8, -1.1, nt, 3, 2.3, -13, nt, nt, nt
Cc1ccc2nc(NC(=O)C3CCCN(S(=O)(=O)c4cnc[nH]4)C3)sc2c1 (stereo not drawn)
→ 0.5, -0.1, -2, 0, 1.2, -18, 1, -13, -12
CCOc1ccc(CCNC(=O)CCc2nc(-c3ccc(OC)cc3)no2)cc1OCC
→ 0.6, nt, nt, 9, 2.0, nt, -0.57, 6, 3
COc1ccccc1N1CCN(c2cc(=O)n(Cc3ccc(F)cc3)c(=O)[nH]2)CC1
→ 1.3, 0.5, -6, -2, 1.4, 10, 0.02, 24, 5
